Compound activity (PubChem BioAssay)
Vif imaging – HIV Vif self-association inhibitors, primary screen, imaging, HEK293T, single point | 340,000 tested, 0.35% active | AID 602346, 2012 | inhibition, % at 7.49 µM | HEK293T cells, Vif self-association by quenched fluorescence, 24 h; in the data active means inhibition above about 50%, passing the limit was not always enough; further: some results filed as inactive read as strong as hits
LRH-1 inv ag – LRH-1 (NR5A2) inverse agonists, primary screen, cell-based, luminescence, HEK293T, StAR-luciferase reporter. LRH-1 transfected, 24 h. inhibition, % at 3.6 µM. 360,000 tested, 0.13% active;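 active means inhibition above the mean inhibition of all tested compounds plus 3 SD, cut at about 73% in these data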;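 further: 0% = DMSO wells and 100% = reporter-only cells lacking LRH-1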
TRAIL sens C8 – viability loss with TRAIL in NB7+C8 cells, primary screen, TRAIL sensitizer project, cell-based, ATPlite luminescence. AID 624354, 2012. inhibition (viability loss, TRAIL sensitization), % at 10 µM. 360,000 tested, 1% active;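 active means compounds causing at least 50% loss of cell viability in the single-dose screen, relative to plate controls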
NCOA1 inh – SRC1 coactivator transcriptional activity inhibitors, primary screen, cell-based, luminescence | Nuclear receptor coactivator 1 (Homo sapiens), Q15788 | HEK293 GAL4-SRC1 luciferase reporter | inhibition, % at 3.6 µM | 360,000 tested, 0.12% active;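 active means inhibition above the campaign mean plus 3 SD, with each screening campaign given its own cutoff, cut at about 60% in these data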;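 further: 0% = DMSO treated cells and 100% = gossypol at 36 µM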
LMP1 NFkB inh – EBV LMP1-driven NF-kappaB luciferase reporter inhibitors, primary screen, cell-based, luminescence, single point; LMP1-induced NF-kappaB luciferase reporter cells; inhibition, % at 12.5 µM; 350,000 tested, 0.69% active; in the data active means inhibition above about 41%;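 further: 0% = neutral control wells and 100% = reference inhibitor control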
TROY signal inh – inhibitors of TROY-driven NF-kB signaling, primary screen, Q293 LMP1-TROYcd cells, NF-kB luciferase, uHTS; 360,000 tested, 0.98% active; Q293 LMP1-TROYcd NF-kB luciferase reporter, 4 h; AID 1347056, 2019; inhibition, % at 10 µM;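 active means compounds whose plate-normalised and pattern-corrected inhibition of the luciferase reporter signal at the single screening dose is 50% or more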
NR2F2 inh – NR2F2 transcriptional activity inhibitors, primary screen, cell-based, luciferase reporter, HEK293T, luminescence; COUP transcription factor 2 (Homo sapiens), P24468; HEK293T NGFI-A luciferase reporter; inhibition, % at 8.6 µM; 370,000 tested, 0.7% active; AID 686940, 2013;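 active means inhibition above a per-plate cutoff, mean inhibition of test wells between control levels plus 3 SD, cut at about 38% in these data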;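 further: cells cotransfected with COUP-TFII expression vector driving the NGFI-A reporter; 0% = median of COUP-TF2 test wells and 100% = reporter-only cells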
NOD2 RIPK2 PPI – NOD2-RIPK2 binding disruptors in cells, primary screen, fluorescence, CHO cells, BLA complementation; inhibition, % at 4.98 µM; CCF4 ratio; AID 624267, 2012; Receptor-interacting serine/threonine-protein kinase 2 (Homo sapiens), O43353; 360,000 tested, 0.38% active; in the data active means inhibition above about 21%;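 further: 0% = vehicle only and 100% = reference blocker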
NCOA3 inh – SRC3 coactivator transcriptional activity inhibitors, primary screen, cell-based, luminescence | 360,000 tested, 0.17% active | HEK293 GAL4-SRC3 luciferase reporter | Nuclear receptor coactivator 3 (Homo sapiens), Q9Y6Q9 | inhibition, % at 3.6 µM;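 active means inhibition above a per-campaign cutoff, the mean of all compounds plus 3 SD, cut at about 60% in these data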;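 further: 0% = DMSO-treated cells and 100% = gossypol-treated cells at 36 µM; higher means less SRC3-driven luciferase light from the GAL4 reporter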
TLR9-MyD88 inh – inhibitors of TLR9-MyD88 association in cells, primary screen, cell-based, CHO, BLA complementation, fluorescence. 340,000 tested, 0.21% active. CCF4 FRET ratio. inhibition, % at 4.98 µM;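 active means inhibition above the mean over all tested compounds plus 3 SD, cut at about 21% in these data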;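 further: 0% = DMSO only wells and 100% = clavulanate BLA inhibitor control wells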
SRC2 inh – inhibition of GAL4-SRC2 driven luciferase reporter, primary screen, SRC2 inhibitor project, cell-based, luminescence. HEK293 GAL4-SRC2 luciferase reporter. inhibition, % at 9 µM. AID 651957, 2012. Nuclear receptor coactivator 2 (Homo sapiens), Q15596. 370,000 tested, 0.17% active;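 active means inhibition above the mean inhibition of all tested compounds plus 3 SD, set per campaign, cut at about 52% in these data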;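 further: 0% = DMSO treated cells and 100% = cells given Gossypol at 36 µM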
Target sequence (Q15596 whole entry, looked up, the tested form may be a part): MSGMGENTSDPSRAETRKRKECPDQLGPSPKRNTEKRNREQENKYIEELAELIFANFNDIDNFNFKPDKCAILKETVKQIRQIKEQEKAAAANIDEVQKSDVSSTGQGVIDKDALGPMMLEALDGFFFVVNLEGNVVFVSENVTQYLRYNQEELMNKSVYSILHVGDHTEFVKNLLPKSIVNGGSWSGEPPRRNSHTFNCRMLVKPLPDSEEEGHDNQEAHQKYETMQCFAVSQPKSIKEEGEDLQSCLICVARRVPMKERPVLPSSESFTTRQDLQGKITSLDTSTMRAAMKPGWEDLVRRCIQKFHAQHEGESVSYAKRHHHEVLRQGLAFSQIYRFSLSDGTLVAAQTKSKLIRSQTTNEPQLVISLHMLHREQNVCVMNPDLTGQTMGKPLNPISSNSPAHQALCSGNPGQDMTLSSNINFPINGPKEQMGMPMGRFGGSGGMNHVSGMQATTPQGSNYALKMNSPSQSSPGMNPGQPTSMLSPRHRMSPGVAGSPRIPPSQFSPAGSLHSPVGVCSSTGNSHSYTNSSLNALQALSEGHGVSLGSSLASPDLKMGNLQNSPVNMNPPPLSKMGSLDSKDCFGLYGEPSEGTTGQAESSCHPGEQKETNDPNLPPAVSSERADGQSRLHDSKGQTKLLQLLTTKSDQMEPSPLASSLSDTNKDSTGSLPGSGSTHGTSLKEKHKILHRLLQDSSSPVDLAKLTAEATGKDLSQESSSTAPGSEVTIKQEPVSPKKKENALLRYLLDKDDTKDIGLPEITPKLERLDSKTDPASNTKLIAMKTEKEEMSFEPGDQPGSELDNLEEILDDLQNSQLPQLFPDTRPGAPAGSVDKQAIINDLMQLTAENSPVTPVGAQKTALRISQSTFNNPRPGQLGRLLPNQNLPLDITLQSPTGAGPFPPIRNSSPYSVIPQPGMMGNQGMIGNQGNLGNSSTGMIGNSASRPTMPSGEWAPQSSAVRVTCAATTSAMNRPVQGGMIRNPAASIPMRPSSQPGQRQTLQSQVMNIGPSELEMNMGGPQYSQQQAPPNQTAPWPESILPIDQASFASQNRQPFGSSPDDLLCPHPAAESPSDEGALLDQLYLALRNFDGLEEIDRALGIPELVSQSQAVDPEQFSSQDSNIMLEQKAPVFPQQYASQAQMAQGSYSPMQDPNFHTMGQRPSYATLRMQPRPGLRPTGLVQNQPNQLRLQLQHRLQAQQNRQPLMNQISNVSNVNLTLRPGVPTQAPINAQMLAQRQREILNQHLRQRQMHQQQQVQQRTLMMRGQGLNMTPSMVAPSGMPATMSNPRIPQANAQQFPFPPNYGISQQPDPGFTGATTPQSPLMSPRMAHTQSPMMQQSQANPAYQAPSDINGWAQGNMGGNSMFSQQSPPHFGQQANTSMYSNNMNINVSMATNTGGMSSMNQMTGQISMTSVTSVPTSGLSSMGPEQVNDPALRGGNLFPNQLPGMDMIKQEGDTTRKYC
Active calls of the source: *; x = not tested or not shown. Not all compounds are listed, so the mix of outcomes need not match the whole.

Fields – Vif imaging, LRH-1 inv ag, TRAIL sens C8, NCOA1 inh, LMP1 NFkB inh, TROY signal inh, NR2F2 inh, NOD2 RIPK2 PPI, NCOA3 inh, TLR9-MyD88 inh, SRC2 inh
(1) COc1ccccc1NC(=O)C1CC(=O)OC1c1ccccc1 (centres undefined)
  -7, -19, -11, -5, 1, 7, 3, -2, 18, 6, 21
(2) CCOc1cc(/C=C/C(=O)c2ccc3c(c2)OCCO3)ccc1OCC(=O)N(C)C
  -3, 26, 3, 13, 28, -1, -4, 6, 10, 6, 36
(3) CCCCCCOc1ccc(C(=O)NCCCn2ccnc2)cc1
  -7, -9, 9, -14, 2, -17, -11, -3, 3, 1, 14
(4) Cc1ccc(NC(=O)CSc2ncc3ccccn23)cc1
  -1, -3, -8, -5, -3, -10, -1, -9, -12, -4, -9
(5) CCCCn1c(N)c(N(CCOC)C(=O)c2cc(-c3ccncc3)nc3ccccc23)c(=O)[nH]c1=O
  16, -10, -1, -7, -4, 11, -4, 3, 23, 6, -44
(6) O=C1c2ccc3c4c(ccc(c24)C(=O)N1CCCCO)C(=O)N(CCCCO)C3=O
  -2, -20, 38, 13, 12, -44, -16, 4, 27, 3, -50
(7) CCCSCCCNC(=O)c1ccccc1NC(=O)C1=CSCCO1
  -7, 4, -18, -2, -1, -12, 5, 9, 9, 14, -3
(8) CCOP(=O)(OCC)C(Nc1cccc([N+](=O)[O-])c1)c1ccc(N(C)C)cc1 (centres undefined)
  -2, -14, -18, -5, x, -2, 11, -14, 19, x, 9
(9) O=C(c1ccc2c(c1)OCO2)N1CCc2ccccc2C1
  1, -65, -2, -45, -21, -48, -11, -3, -30, -11, -34
(10) CCCCc1nc2cc(C(=O)N3CCCCC3COC)ccc2o1 (centres undefined)
  -1, -2, -22, -40, -7, -32, -1, 0, -28, 0, -10
(11) COC(=O)c1c(C)[nH]c(C(C)=O)c1C
  -2, 10, -15, -7, 0, -22, -5, -9, 10, 6, -17
(12) COc1ccc(NC(=S)N(CCN2CCOCC2)Cc2cc3cc4c(cc3[nH]c2=O)OCCO4)cc1
  1, 2, -5, 6, -5, 20, -2, -9, -9, -13, -39
(13) COc1ccc(C(=O)c2coc3ccc(O)c(CN4CCOCC4)c23)cc1
  -11, 4, -18, 12, 13, 5, 0, 6, 14, -4, 21
(14) CCN1C(=O)[C@H]2[C@@H](c3ccc(C)cc3)N3C(=O)N(c4cccc(F)c4)C(=O)[C@@]3(CC)[C@H]2C1=O
  3, -3, -13, -14, 1, 14, 3, 1, 1, -7, -32
(15) Cc1ccc(S(=O)(=O)N2CC(CO)=CCC2c2ccccc2)cc1 (centres undefined)
  x, 10, -23, x, x, x, 2, 0, x, x, -13
(16) NC(=O)C1CCN(C2OC(=O)c3ccccc32)CC1 (centres undefined)
  3, 12, -1, -1, -11, 3, -11, 7, 6, -3, -26
(17) CCC(=O)NC(=S)Nc1cccc(Cl)c1N1CCCCC1
  -16, -18, -9, 9, -1, 16, 17, -4, 2, 6, 23
(18) COc1ccc(/C=C2\N=C(c3ccccc3Cl)NC2=O)cc1
  -9, 2, 21, -2, x, -73, -25, 0, 20, x, -6
(19) COc1ccc(C2C(C(=O)c3ccco3)=C(O)C(=O)N2CCN2CCOCC2)c(OC)c1 (centres undefined)
  5, 4, -12, -8, -6, -39, -7, 0, 7, 2, -9
(20) O=C(COCc1cc(-c2ccc3c(c2)OCO3)on1)Nc1cccnc1Cl
  5, 3, -6, 2, -6, -35, -19, -11, -19, -14, -22
(21) COc1ccc(C)cc1NC(=O)CO/N=C(\N)CC(=O)NC1CCCCC1
  10, -5, 2, -13, 0, -3, 23, -6, 12, -2, 1
(22) Cc1cccc(C)c1NC(=O)CNC(=O)c1cn(-c2ccccc2)nc1-c1ccccc1
  x, -5, 8, -41, -5, -26, -27, 1, 18, -9, 4
(23) c1ccc2nc(-c3ccc(N4CCOCC4)cc3)ccc2c1
  6, -99, 73*, -41, 66*, 53*, -33, 0, -19, -1, -52
(24) CC(=O)C1=C(C)N(Cc2ccccc2)C(=O)N[C@H]1c1cccc(C(F)(F)F)c1
  1, -6, 2, -9, 0, 9, 7, -2, 15, 1, 12
(25) CN(C(=O)c1ccc(NC(=O)Cc2ccc(NC(=O)C3CCCN(C(=O)c4ccccc4)C3)cc2)cc1)C1CC1 (centres undefined)
  -4, -3, -1, -19, -1, 1, -8, -8, -20, -6, -10
(26) O=C(Nc1nnc(-c2ccco2)o1)C1CCCCC1
  2, -26, -12, 5, -23, -35, 1, 8, -13, 0, -3
(27) COc1ccccc1-c1nnc2sc(C3CCCCC3)nn12
  -15, -16, 6, 13, -4, -1, 12, 5, 12, -3, -11
(28) O=C(Nn1cnnc1)c1ccc(Cl)cc1
  20, -8, 10, 7, -4, -3, -10, -6, 3, -6, -12
(29) O=C(NCc1ccccn1)c1ccco1
  5, 9, 0, -18, -7, -15, -9, -4, -8, -11, -10
(30) Cc1ccc(CNC(=O)c2ccc3c(=O)n4c(-c5ccc(C)cc5)csc4nc3c2)cc1
  -2, 3, 17, 0, -21, 1, 5, -2, 4, -2, 23
(31) C=CCOc1c(Br)cc(CNn2nnnc2N)cc1OCC
  -12, -1, -6, -1, -8, -6, -9, -3, 8, -6, 8
(32) COc1ccc(OCC(=O)Nc2ccc3nc(C)sc3c2)cc1
  2, 2, 13, -9, -1, 7, 14, 1, -1, 2, -10
(33) COc1ccc(OCc2nc(N)nc(Nc3cccc(C)c3C)n2)cc1
  -1, 8, 5, -17, 8, 5, 6, -5, -9, 3, 2
(34) CC(C)N(Cc1ccccc1)C(=O)CCc1ccccc1
  -3, 14, -1, 0, -4, 2, 18, 2, 26, -14, 12
(35) COc1ccc(NC(=O)c2cc(S(=O)(=O)N3CCCC3)ccc2OC)cc1
  -5, 18, -5, -8, 2, 5, 0, 3, 11, 6, 10
(36) O=c1[nH]c2ccccc2cc1CN(c1ccccc1)S(=O)(=O)c1ccccc1
  8, 6, 4, 3, -8, -22, -7, -8, 21, 1, -13
(37) O=C(NCCCN1CCOCC1)NC12CC3CC(CC(C3)C1)C2
  1, 24, -6, 3, -7, x, 9, -10, 5, 5, -6
(38) COC(=O)c1c(NC(=O)COC(=O)c2ccc(O)cc2)sc2c1CCCCC2
  -3, -20, 9, -4, -5, 12, 23, -11, -13, 3, 1
(39) COc1ccc(CCNC(=O)CCCCCN2C(=O)c3ccccc3C2=O)cc1OC
  2, 2, 3, 7, 3, 23, 5, -6, 10, -14, -20
(40) Cc1ccc(N=c2sc(C)c(C)n2C)cc1
  7, -85, -5, -74, -12, -67, -25, -9, -78, 3, -56
(41) C=CCSc1nnc(NC(=O)CCNC(=O)c2ccco2)s1
  -4, 8, -10, -5, 3, -24, 13, -4, 16, 3, -38
(42) O=C(NCCS(=O)(=O)N1CCN(Cc2ccccc2)CC1)c1ccccc1
  -1, 2, 2, -14, 6, -1, -9, -5, 14, 0, -5
(43) CCOc1ccc(NCCC(=O)c2ccc3c(c2)OCO3)cc1
  3, -40, 5, -13, -12, 9, -4, 5, -28, -2, -26
(44) CCOC(=O)c1ccccc1N1C(=O)C2Sc3[nH]c(=O)sc3C(/C=C/c3ccccc3)C2C1=O (centres undefined)
  0, -12, -26, -1, 10, -8, -1, -1, -12, -9, 3
(45) CC(C)C[C@@H](COCc1ccc(C(F)(F)F)cc1)N1CCN(C(=O)c2ccc(C(F)(F)F)cc2)CCC1=O
  x, -5, 6, x, x, 11, -5, 1, x, x, 1
(46) O=C(Cc1ccccc1)c1c[nH]c(C(=O)NCc2ccncc2)c1
  6, -7, -2, 10, 7, 25, 7, -2, 7, 9, -5
(47) COc1cccc(C(=Cc2ccc([N+](=O)[O-])cc2)C(=O)O)c1
  27, -18, -11, 12, 3, -24, 3, 8, -14, 2, -21
(48) COc1cc(Cl)c(C)cc1NC(=O)CSc1nnc(CN2CCCC2)o1
  -2, -16, -6, -17, 3, 9, 0, 10, 15, -5, -26
(49) CCc1nc(SCc2ccc(Br)cc2)n[nH]1
  5, -67, 3, -46, -12, -32, -49, -3, -73, 3, -68
(50) COC(=O)NNC(=O)COc1cc(C)ccc1C
  3, 8, 5, 3, -1, 16, -5, -5, 4, 3, 15
(51) O=C(Nc1cccc(OC(F)(F)F)c1)C1Cc2c(-c3ccc4c(c3)OCO4)ccnc2O1 (centres undefined)
  0, -7, -5, 14, x, 15, 26, 4, -1, x, -1
(52) COc1ccc(/C=N/N2C(=O)C3C4C=CC(CC4)C3C2=O)c(OC)c1 (centres undefined)
  1, -9, -2, -11, -9, -37, -7, -11, 12, -9, -13
(53) CCOc1ccc(N(C)S(=O)(=O)c2cc(-c3cc(C)no3)ccc2OC)cc1
  -4, 16, 19, -7, 10, 4, 22, -2, -6, -2, 11
(54) O=C(c1ccncc1)N1CCN(CCc2ccccc2)CC1
  -5, 14, 21, 8, -3, -7, -10, -1, -15, 4, -3
(55) O=C(CSc1nc2ccccc2o1)NCCOc1ccccc1
  6, 12, -4, 13, -5, -3, 8, -12, 10, 8, 5
(56) O=C(Cc1ccc(-n2c(=S)[nH]c3ccccc3c2=O)cc1)N1CCC(N2CCCCC2)CC1
  5, -2, -18, -10, 5, -3, 11, 7, 4, -3, -27
(57) Cc1onc(-c2ccccc2)c1C(=O)OCC(=O)c1ccc(F)cc1
  2, -19, -7, -3, 2, -2, 20, -12, 2, 0, -15
(58) CC(C)CC1C(C#N)=C(N)SC(N)=C1C#N
  2, 13, 1, 9, -8, -18, -8, -14, -2, -7, 24
